Compound activity as filed in PubChem.
hIAP activ: human IAP activation | activation factor at 10 µM | P09923 | AID 2524 | 0.16% of 330,000 active | purified human IAP, CDP-Star luminescence, 30 min; hits give high values; 1 = vehicle-only enzyme, 0 = enzyme-free background;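 active means activation factor of the enzyme at least 2-fold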; further: the source names both 10 and 20 µM as test concentration; values of inactives mirror those of a sister screen read the other way
hIAP block: blocks human intestinal alkaline phosphatase | P09923 | purified IAP, CDP-Star luminescence, 30 min | inhibition, % at 10 µM | 0.12% of 330,000 active;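 active means inhibition reaching a set limit with compound at 10 µM in the primary screen, cut at about 35% in these data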;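 further: plate controls were DMSO wells with enzyme for no effect and no-enzyme buffer wells for full effect; values of inactives mirror those of a sister screen read the other way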
ATG4B inh: ATG4B (human) cysteine protease inhibition; Q9Y4P1; ATG4B cleavage of LC3-PLA2, NBD-HPC fluorescence, 1 h; inhibition, % at 8.33 µM; 0.51% of 340,000 active; AID 504462; in the data active means inhibition above about 40%
tim10-1 inh: inhibits growth of tim10-1 mutant yeast; S. cerevisiae tim10-1 ts strain growth, BacTiter-Glo, 24 h; inhibition, % at 20 µM; 2.2% of 330,000 active; AID 463190;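 active means inhibition of at least 40%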;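 further: mutant grown at 25 °C; 0% = DMSO wells with yeast and 100% = wells holding no yeast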
Apaf-1 inh: blocks human Apaf-1 apoptosome activity | O14727 | reconstituted apoptosome caspase-3 activity, DEVD-Rh110 fluorescence | inhibition, % at 20 µM | 0.71% of 330,000 active; active means inhibition of at least 40% at 20 µM;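 further: plate controls were DMSO wells for no effect and DEVD-CHO caspase inhibitor wells for full effect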
Target sequence (O14727 whole entry, looked up): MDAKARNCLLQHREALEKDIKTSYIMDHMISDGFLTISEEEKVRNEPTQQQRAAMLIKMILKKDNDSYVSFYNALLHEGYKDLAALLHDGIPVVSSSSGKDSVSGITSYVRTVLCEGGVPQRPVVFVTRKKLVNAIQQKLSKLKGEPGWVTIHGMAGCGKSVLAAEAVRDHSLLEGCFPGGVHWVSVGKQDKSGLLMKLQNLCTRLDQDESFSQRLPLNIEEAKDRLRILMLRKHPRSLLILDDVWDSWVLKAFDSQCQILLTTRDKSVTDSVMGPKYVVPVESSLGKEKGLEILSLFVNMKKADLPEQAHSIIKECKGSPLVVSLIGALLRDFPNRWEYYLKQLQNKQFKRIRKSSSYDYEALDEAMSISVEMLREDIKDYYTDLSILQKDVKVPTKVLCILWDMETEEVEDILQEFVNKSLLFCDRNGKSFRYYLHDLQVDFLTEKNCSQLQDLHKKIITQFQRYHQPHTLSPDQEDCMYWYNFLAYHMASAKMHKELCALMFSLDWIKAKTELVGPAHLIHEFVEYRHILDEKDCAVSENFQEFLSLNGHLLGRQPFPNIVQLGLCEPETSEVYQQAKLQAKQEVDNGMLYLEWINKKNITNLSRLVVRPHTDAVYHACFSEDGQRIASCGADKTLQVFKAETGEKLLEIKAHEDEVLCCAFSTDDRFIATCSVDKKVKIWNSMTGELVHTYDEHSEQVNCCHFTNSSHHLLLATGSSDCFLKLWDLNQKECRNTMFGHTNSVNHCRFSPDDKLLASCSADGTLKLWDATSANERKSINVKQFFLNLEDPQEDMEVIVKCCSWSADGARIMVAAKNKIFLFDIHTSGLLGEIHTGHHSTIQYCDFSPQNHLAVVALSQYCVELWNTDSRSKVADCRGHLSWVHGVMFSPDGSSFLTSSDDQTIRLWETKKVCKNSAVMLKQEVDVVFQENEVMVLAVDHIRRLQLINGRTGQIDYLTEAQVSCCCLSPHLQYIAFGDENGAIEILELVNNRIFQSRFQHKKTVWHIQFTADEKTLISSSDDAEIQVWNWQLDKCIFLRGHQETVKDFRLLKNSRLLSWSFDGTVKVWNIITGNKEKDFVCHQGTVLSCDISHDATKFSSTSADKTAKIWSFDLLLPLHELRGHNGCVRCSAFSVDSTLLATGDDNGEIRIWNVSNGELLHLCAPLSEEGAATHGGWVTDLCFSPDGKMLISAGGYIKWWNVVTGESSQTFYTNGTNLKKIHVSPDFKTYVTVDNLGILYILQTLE
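Assay system – apoptosome proteins · Medium – Hepes buffer, pH 7.5 · Also added – cytochrome c with DEVD-Rh110 · Timing – 30 min compound preincubation, 50 min activation, room temperature · Detection – Rh110 fluorescence, excitation 480 nm, emission 540 nm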
TIM10 inh: inhibits growth of TIM10 yeast strain | inhibition, % at 10 µM | 1.4% of 330,000 active | S. cerevisiae TIM10 strain growth, BacTiter-Glo luminescence, 24 h | AID 463195;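 active means inhibition of 40% or more at the single tested concentration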;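 further: wild-type TIM10 isogenic control strain grown at permissive 25 °C; 0% = DMSO yeast wells and 100% = minimal medium wells without yeast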
mIAP activ: increases mouse intestinal alkaline phosphatase activity | muIAP, CDP-Star luminescence, 30 min; hits give high values; 1 = vehicle-only enzyme signal, 0 = enzyme-free wells | AID 2805 | 0.24% of 330,000 active | activation factor at 10 µM;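 active means activation factor of at least 2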; further: the source names both 10 and 20 µM as test concentration; values of inactives mirror those of a sister screen read the other way
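also added = chemiluminescent substrate CDP-Star | test system = mouse IAP enzyme | signal = chemiluminescence readout | compound = DMSO-dissolved test compounds | incubation = 30 min at room temperature | benchmarks = DMSO wells, no-enzyme wells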
mIAP block: mouse IAP inhibition. inhibition, % at 10 µM. 0.2% of 330,000 active. purified mouse IAP, CDP-Star luminescence, 30 min. AID 2806;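 active means inhibition of at least 40% at 10 µM in the primary screen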;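 further: plate controls were DMSO with enzyme for no effect and no enzyme wells for full effect; values of inactives mirror those of a sister screen read the other way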
NALP3 yeast inh: inhibitors of NALP3 inflammasome in yeast; Yeast reconstituted NLRP3/ASC/caspase-1, beta-gal luminescence, 24 h; inhibition, % at 10 µM; 0.39% of 330,000 active;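 active means inhibition of 50% or more; inactive means inhibition below 50%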;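 further: plate controls were induced DMSO wells for no effect and uninduced yeast grown without galactose for full effect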
* = called active by the depositor.

Each structure is followed by: hIAP activ	hIAP block	ATG4B inh	tim10-1 inh	Apaf-1 inh	TIM10 inh	mIAP activ	mIAP block	NALP3 yeast inh
COc1ccc(NCCC#N)cc1
  0.87	13	5	-3	-2	-12	0.96	4	8
COc1ccc(OC)c(-c2csc(NC(=O)c3ccc(OCC4CCCO4)cc3)n2)c1 (stereo not given)
  1.2	-24	1	15	1	0	0.92	8	7
Cc1c(CC(=O)N2CCN(C(=O)C3COc4ccccc4O3)CC2)c(=O)oc2c(O)c(O)ccc12 (stereo not given)
  1.3	-28	7	2	10	14	0.75	25	13
O=C(Cc1ccccc1Cl)NCc1cccnc1
  1.2	-20	-9	-1	4	3	1.1	-13	-1
COc1ccc(/C=N/NC(=O)CC2N=C(Cc3ccccc3)NNC2=O)cc1OC (stereo not given)
  0.99	1	-8	-1	-1	8	0.93	7	14
Cc1ccc(NC(=O)COC(=O)CCOc2ccccc2C)cc1
  1.3	-27	-2	-10	2	-8	1	-1	3
CN1CCC(N(C)CC(=O)Nc2cccc(Oc3ccccc3)c2)CC1
  1.1	-6	-2	9	15	-1	1.1	-8	-8
O=C(NNC(=O)c1ccc(Cl)c(S(=O)(=O)Nc2ccc(Cl)cc2)c1)c1ccc(=O)[nH]c1
  1	-2	0	-6	-8	3	0.96	4	22
CC(=O)CSc1nnc(NC(=O)CCc2ccccc2)s1
  1	-2	-8	24	3	14	1.1	-12	9
Cc1ccc(S(=O)(=O)n2c(C)nc3cc(C)ccc32)cc1
  0.86	14	-3	-26	1	-17	0.92	8	15
Cc1ccc(C2CC(c3cccc(C)c3)n3ncnc3N2)cc1 (stereo not given)
  1	0	-1	10	7	-5	0.9	10	7
Cc1ccc(NC(=O)COC(=O)CCC(=O)c2ccc(C(C)(C)C)cc2)c([N+](=O)[O-])c1
  1.1	-12	-2	8	15	6	0.88	12	12
NC(=O)N1N=C2/C(=C/c3ccccc3)CCCC2C1c1ccccc1 (stereo not given)
  1	-5	-11	21	18	20	0.96	4	26
O=C(COC(=O)Cc1ccc(-c2ccccc2)cc1)NCc1ccc(F)cc1
  1.4	-41	3	22	-7	10	0.99	1	12
CCN(CC)c1ccc(S(=O)(=O)N(CC)CC)cc1NC(=O)C1CCCC1
  0.96	4	5	30	18	-2	1.1	-8	-1

3 of the compounds above, as labelled records.
O=C(NNC(=O)c1ccc(Cl)c(S(=O)(=O)Nc2ccc(Cl)cc2)c1)c1ccc(=O)[nH]c1
  hIAP activ = 1	hIAP block = -2	ATG4B inh = 0	tim10-1 inh = -6	Apaf-1 inh = -8	TIM10 inh = 3	mIAP activ = 0.96	mIAP block = 4	NALP3 yeast inh = 22
CC(=O)CSc1nnc(NC(=O)CCc2ccccc2)s1
  hIAP activ = 1	hIAP block = -2	ATG4B inh = -8	tim10-1 inh = 24	Apaf-1 inh = 3	TIM10 inh = 14	mIAP activ = 1.1	mIAP block = -12	NALP3 yeast inh = 9
Cc1ccc(S(=O)(=O)n2c(C)nc3cc(C)ccc32)cc1
  hIAP activ = 0.86	hIAP block = 14	ATG4B inh = -3	tim10-1 inh = -26	Apaf-1 inh = 1	TIM10 inh = -17	mIAP activ = 0.92	mIAP block = 8	NALP3 yeast inh = 15

More records.
Each structure is followed by: hIAP activ	hIAP block	ATG4B inh	tim10-1 inh	Apaf-1 inh	TIM10 inh	mIAP activ	mIAP block	NALP3 yeast inh
CCOc1cc(/C=C2\C(=N)N3N=C(S(C)(=O)=O)SC3=NC2=O)ccc1OCCOc1cccc(OC)c1
  1.1	-9	20	16	23	9	0.9	10	22
Cc1cc(NC(=O)C(C)(C)C)no1
  1	-2	0	15	-16	6	1.1	-8	17
CC1=C(C(=O)OCc2ccc([N+](=O)[O-])cc2)N2C(=O)C(NC(=O)Cc3ccccc3)C2SC1 (stereo not given)
  1.1	-10	1	8	-3	3	0.82	18	5
O=C(NCc1ccccc1)C(c1ccccc1)N(C(=O)c1csnn1)C1CC1 (stereo not given)
  0.98	2	2	17	8	-1	0.92	8	8
CC(C)(O)C#Cc1ccc(C(=O)NCc2ccccc2)s1
  0.68	32	-7	14	6	-5	0.97	3	8
Cc1nn(C)c(C)c1CCC(=O)NC1CC(C)(C)Cc2c1cnn2-c1ccccc1 (stereo not given)
  1	-1	1	2	4	8	0.96	4	3
Cc1cc(NC(=O)C2COc3ccccc3O2)no1 (stereo not given)
  0.74	26	-3	5	2	-9	0.93	7	10
COc1ccc([N+](=O)[O-])c(OC)c1C(=O)NC(=O)Nc1nc(C)cc(C)n1
  0.87	13	3	2	-13	0	1	-4	18
Cc1ccc([N+](=O)[O-])c2c1C(N1CC(C)OC(C)C1)C(C)(C)O2 (stereo not given)
  0.81	18	-9	19	-3	15	0.92	8	4
COc1ccccc1NC(=O)CSc1nnc(C2CCCCC2)n1-c1ccccc1
  1.1	-9	-11	4	9	-27	1.1	-7	10
CS(=O)(=O)n1nc(-c2ccccc2)nc1NCc1ccco1
  1.1	-7	-5	4	-7	-1	0.94	6	0
O=C(CCl)N1CCN(S(=O)(=O)c2ccc3c(c2)CCC3)CC1
  0.89	11	3	21	7	20	0.97	2	15
CC(=O)Nc1ccc(NC(=O)c2ccc(C)c(S(=O)(=O)Nc3cccc(C)c3)c2)cc1
  1.1	-8	-3	-10	5	-3	1.1	-7	3
CC(=O)Nc1ccc(-c2cc(C(=O)O)c3ccc(C)cc3n2)cc1
  0.92	8	18	3	7	0	1.1	-5	11
CCC(=O)c1cc2c(C)cc(=O)oc2c(C)c1OC(C)=O
  0.88	12	1	-72	4	-5	1.1	-8	-16
CCCn1c(C)cc(/C=C(\C#N)C(=O)OCC(=O)Nc2cccc(OC)c2)c1C
  0.88	12	0	12	19	11	0.98	2	-1
CC(C)CN(C(=O)CSc1ccc2c(c1)OCCO2)c1c(N)n(CC(C)C)c(=O)[nH]c1=O
  0.86	14	1	-1	-6	2	1.2	-21	7
CCC1CCCCN1CCn1c(=S)[nH]c2cc(OC)c(OC)cc2c1=O (stereo not given)
  0.83	17	-3	12	-7	2	0.96	4	-4
COC(=O)c1ccc(NC(=O)N(c2ccccc2)c2ccccc2)cc1
  1	0	-1	15	5	10	0.97	3	8
Cc1ccc(NS(=O)(=O)c2csc(C(N)=O)c2)c(C)c1
  1	-2	-5	8	4	-3	1.1	-8	-3
O=C(O)/C=C/C(=O)Nc1ccc(N2CCOCC2)nc1N1CCOCC1
  0.99	1	-2	-2	-18	18	0.95	5	14
Cc1ccc(S(=O)(=O)NCCC(=O)NC(C)c2ccccc2)cc1 (stereo not given)
  1.1	-12	-4	22	-2	-8	0.98	2	24
Cc1cccc(C(=O)NC(=S)Nc2cccc3nc(C)ccc23)c1
  1.1	-10	0	32	1	14	0.82	18	29
O=S(=O)(CC(O)COc1ccccc1Cl)c1ccccc1 (stereo not given)
  0.87	13	-4	17	-16	8	1	-1	15
CC[C@@]12C(=O)N(c3cccc(Br)c3)C(=O)N1[C@H](c1cccc(C)c1)[C@@H]1C(=O)N(Cc3ccccc3)C(=O)[C@@H]12
  0.97	3	-19	7	16	9	0.93	7	9
COc1ccc(C)cc1NC(=O)CN1c2cccc3cccc(c23)S1(=O)=O
  1	-1	-15	4	5	-17	0.94	6	11
CC1CCN(C(=O)CSc2nc3c(cnn3-c3ccc(Cl)cc3)c(=O)[nH]2)CC1
  0.96	4	-3	2	17	-16	0.95	5	11
CCC(C)NC(=O)CSc1nc2ccccc2c(=O)n1CCCN1CCCCC1 (stereo not given)
  0.92	8	-5	5	1	-3	0.98	2	16
COc1cccc(CN2CC(C(=O)N(C)Cc3ccc(C)cc3)CCC2=O)c1 (stereo not given)
  1.1	-12	-6	31	-13	14	1	0	4
COC(=O)c1c(C(=O)OC)c(-c2ccc(OC)cc2)n2c1CS(=O)C2 (stereo not given)
  1.1	-9	6	23	-2	0	0.95	5	10
O=C(C[C@@H]1C/C=C\CCC(=O)OC[C@@H]2CCCN2C1=O)N[C@H](CO)Cc1ccccc1
  1	-1	4	5	-2	-2	1.1	-10	22
O=C(Nc1nnc(SCC(=O)N2CCCCC2)s1)C1CCCCC1
  1.2	-24	-3	17	16	-21	1	-2	-4
CS/C(=C\[N+](=O)[O-])Nc1ccc(C)cc1
  0.87	13	-7	23	-15	30	0.93	7	1
O=C(N/N=C/c1c(F)c(F)c(F)c(F)c1F)c1ccc(Cn2cc(Br)cn2)o1
  0.93	7	-8	23	8	35	1	-3	8
COc1ccccc1NC(=O)N1CCC(C(=O)c2ccc(Cl)cc2)CC1
  0.96	4	-7	16	9	14	0.97	3	-4
Cc1ccc2c(Cl)c(C(=O)NCc3cccnc3)sc2c1
  1.1	-11	-12	5	3	-18	1	-2	14
Cc1cc(C(=O)CNCc2ccco2)c(C)n1-c1ccc(F)cc1
  1	-1	-1	30	-8	0	1	-2	6
COCCNC(=O)c1ccccc1-c1ccccc1C(=O)O
  1	-3	-1	-16	-5	2	0.92	8	14
O=C(c1ccc(Cl)cc1)N1CCN=C1c1ccccc1
  0.86	14	-6	6	-1	8	0.99	1	11
CCNC(=S)/N=C(/Nc1ccc(OC)cc1)Nc1nc(C)cc(C)n1
  1	-2	5	-8	-7	3	0.97	2	23
CC(C)=CC(O)C/C(C)=C/COc1ccc2ccc(=O)oc2c1 (stereo not given)
  1	0	-7	21	-1	11	1.1	-7	-18
C=CCNC(=S)NNC(=O)c1cc(O)ccc1O
  1.4	-43	16	-3	9	2	0.79	21	12
CCOC(=O)c1ccc(NC(=S)N2CCC(O)CC2)cc1
  0.86	14	-3	6	-9	8	0.93	7	16
O=C(NC1=NCCS1)c1cccc2ccccc12
  0.98	2	3	17	-1	29	1.1	-8	19
COc1cc(OC)c(NC(=O)c2sc3ncn(CC(=O)N4CCOCC4)c(=O)c3c2C)cc1Cl
  0.83	17	1	6	-14	0	0.91	9	8
COc1cccc(N=C(N)N)c1
  1	-3	-2	12	-1	2	1	-4	-6
S=c1[nH]nc(C2CC2)n1Cc1ccccc1
  1	-1	4	4	-8	-2	1.1	-12	10
CCCNC(=O)c1ccc(SC)cc1OC
  0.91	9	-8	2	-174	-8	1	-3	15
CCN(CC)CCn1c(-c2ccccc2)nc(=S)c2c1CC(C)(C)OC2
  0.92	8	-5	18	7	-3	1	-4	0
COCCOC(=O)C1=C(N)OC2=C(C(=O)CCC2)C1c1cccnc1 (stereo not given)
  1.1	-6	-6	12	10	-7	0.99	0	7
CNC(=S)N1CCC(c2nc3ccccc3s2)CC1
  1.3	-32	1	1	8	-9	1	-4	10
CCOC(=O)c1ccc(-n2c(C)nc3c(cnn3-c3ccc(Cl)cc3)c2=O)cc1
  0.89	11	-9	1	15	-6	0.95	5	-4
CCOC(=O)[C@H]1[C@H]2COc3ccc(C)cc3[C@@H]2N2C(=O)CN(Cc3ccco3)C(=O)[C@@]12C
  0.92	8	-9	5	8	9	1.1	-6	6
Cc1ccccc1NC(=S)NCc1cccn1C
  1.1	-7	-10	-12	5	-38	1	0	11
CN1C(=O)c2ccc(C(=O)NCc3ccccc3)cc2C1=O
  0.96	4	3	-6	-17	6	0.97	3	-3
COc1cc(/C=C2\SC(=S)N(NS(=O)(=O)c3ccccc3)C2=O)cc(OC)c1OC
  0.95	5	-6	16	7	8	0.94	6	19
COc1ccc(N2CC(C(=O)Nc3nnc(SCC(=O)NCc4ccco4)s3)CC2=O)cc1 (stereo not given)
  0.96	4	-8	1	-2	7	0.87	13	19
Cn1cc(/C=C(\C#N)C(=O)Nc2ncc(Cc3ccc(Cl)cc3)s2)c2ccccc21
  1	-1	-23	20	24	23	0.78	22	23
